GALK inh = qHTS Assay for Inhibitors of Human Galactokinase (GALK) | P51570 | Purified GALK, Kinase-Glo residual ATP luminescence | Potency, µM (highest dose often 57.5 µM), without a hit: at the top dose activity change, negative = inhibition, hits mostly inhibitors | 270,000 tested, 0.007% active | AID 1868, 2009; further: potency means the concentration at half of the fitted maximal effect
Target sequence (P51570 whole entry, looked up): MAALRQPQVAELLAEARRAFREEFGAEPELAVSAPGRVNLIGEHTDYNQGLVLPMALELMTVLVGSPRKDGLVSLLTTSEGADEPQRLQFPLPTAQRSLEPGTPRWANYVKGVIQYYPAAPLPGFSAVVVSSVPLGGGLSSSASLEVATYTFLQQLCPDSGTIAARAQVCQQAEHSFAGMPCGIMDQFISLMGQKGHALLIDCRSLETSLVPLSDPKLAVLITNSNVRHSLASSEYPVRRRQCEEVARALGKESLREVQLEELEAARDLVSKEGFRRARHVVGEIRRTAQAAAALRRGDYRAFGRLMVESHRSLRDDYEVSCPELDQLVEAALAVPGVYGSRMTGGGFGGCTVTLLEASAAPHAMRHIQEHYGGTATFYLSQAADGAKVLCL
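5 nM enzyme, 35 uM ATP, 100 uM galactose, 20 mM HEPES pH8.0, 5 mM MgCl2; 1 h RT; residual ATP by Kinase-Glo Plus luminescence, qHTS format.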
USP2a inh = qHTS Assay for Inhibitors of Ubiquitin-specific Protease USP2a Using CHOP2 as the Reporter. Ubiquitin carboxyl-terminal hydrolase 2 (Homo sapiens), O75604. USP2 core, Ub-CHOP2 coupled fluorogenic reporter, 485/531. Potency, µM (doses to about 38.3 µM), without a hit: at the top dose activity change, negative = inhibition, actives largely listed as inhibitors. 330,000 tested, 0.01% active. AID 463254, 2010;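 further: potency means the concentration at half of the fitted maximal effect; plate controls were DMSO wells for no effect and full inhibition by NEM control for full effect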
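Deubiquitinase activity read as fluorescence (485/531 nm) after Ub-CHOP2 cleavage activates the enterokinase reporter on its substrate; USP2 core 10nM, Ub-CHOP2 and substrate 25nM each, 30min compound preincubation then 60min RT; data normalized to NEM, curves fitted.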
FBPA coupling cs = qHTS Assay for Inhibitors of Fructose-1,6-bisphosphate Aldolase from Giardia Lamblia: Coupling assay counterscreen; coupling enzyme system counterscreen, AmpLite Red fluorescence; activity change, negative = inhibition, % at 58.2 µM, hits read low; 290,000 tested, 0.67% active; AID 2472, 2010; in the data active means activity change below about -30%
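Fluorescence at 525 nm excitation and 598 nm emission measured inhibition of the coupled detection system without aldolase. Compounds (at 57.5 uM final) were preincubated 10 min at room temperature with coupling enzyme reagent before a 20 min substrate/AmpLite Red step.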
Eya2 phos inh = qHTS Assay for Inhibitors of the Phosphatase Activity of Eya2; Protein phosphatase EYA2 (Homo sapiens), O00167; Potency, µM (top dose mostly 76.9 µM), for inactives: at the highest dose activity, negative = inhibition, hits mostly inhibitors; recombinant Eya2, OMFP fluorescence dephosphorylation (OMFP is methylfluorescein phosphate); 330,000 tested, 0.006% active; further: potency means the concentration at half of the fitted maximal effect
Target sequence (O00167 whole entry, looked up): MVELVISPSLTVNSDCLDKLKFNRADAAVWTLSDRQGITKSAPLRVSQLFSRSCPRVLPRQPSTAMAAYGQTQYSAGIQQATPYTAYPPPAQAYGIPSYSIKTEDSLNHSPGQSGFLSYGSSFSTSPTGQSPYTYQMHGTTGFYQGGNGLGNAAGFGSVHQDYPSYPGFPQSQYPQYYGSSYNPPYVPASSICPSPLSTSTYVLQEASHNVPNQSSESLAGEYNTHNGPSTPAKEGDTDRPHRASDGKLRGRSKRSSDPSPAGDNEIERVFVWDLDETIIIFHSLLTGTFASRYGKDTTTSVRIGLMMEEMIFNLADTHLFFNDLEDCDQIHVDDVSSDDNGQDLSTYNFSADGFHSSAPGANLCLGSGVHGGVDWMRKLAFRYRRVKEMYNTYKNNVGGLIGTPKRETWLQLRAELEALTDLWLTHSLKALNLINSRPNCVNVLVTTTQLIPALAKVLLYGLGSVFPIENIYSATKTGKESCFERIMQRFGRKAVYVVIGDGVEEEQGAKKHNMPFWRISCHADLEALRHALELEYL
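Eya2 protein (added as 0.2 uM solution) was preincubated with compound for 10 min at ambient temperature in 50 mM HEPES pH 7.5, 50 mM NaCl, 5 uM MgCl2, 0.05% BSA, 1 mM DTT. OMFP (added at 50 uM) then reacted 10 min; fluorescence read at 485/525 nm.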
uPA generation = qHTS for Inhibitors of Cell Surface uPA Generation | cell surface uPA generation assay, qHTS | Potency, µM (top dose mostly 38.3 µM), for inactives: at the highest dose activity change, negative = inhibition, most hits filed as inhibitors | 330,000 tested, 0.31% active | AID 540303, 2011; active means well fitted inhibition curve with a large enough effect; inconclusive means small, poorly fitted or top-dose-only effect; inactive means no such curve, though single readings can be large or run the other way; tested in mouse RAW 264.7 cells; further: potency means the concentration at half of the fitted maximal effect; nearly all actives have a fitted effect of over 55% in size
BCR signal inh = qHTS Assay to Find Inhibitors of Chronic Active B-Cell Receptor Signaling; ABC-DLBCL IkBa-CBG/CBR reporter, luminescence ratio, 4 h; Potency, µM (top dose mostly 46.1 µM), without a hit: at the top dose ratio change, negative = lower green/red ratio, actives largely listed as inhibitors; 340,000 tested, 0.05% active; AID 493014, 2011; active means well fitted inhibition curve with a large enough effect in the signal ratio, with a control signal flat, not every such curve was filed as active; inconclusive means small, poorly fitted or top-dose-only effect, or effect the other way, or a change in a side signal; the % refers to the signal ratio;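 further: potency means the concentration at half of the fitted maximal effect; plate controls were basal doxycycline-induced cells for no effect and cells given 10 µM MG132 for full effect; MG132 reads +100%, hits lower the ratio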
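Compounds up to 46 uM were incubated four hours with TMD8 cells whose green CBG68 luciferase is fused to IkappaBalpha; red CBR luminescence normalised the signal, and concentration-effect curves were fitted to fusion, red and ratio data.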
hERG WT inh = qHTS for Inhibitors of KCHN2 3.1: Wildtype qHTS. Voltage-gated inwardly rectifying potassium channel KCNH2 (Homo sapiens), Q12809. U2OS, BacMam KCNH2, thallium flux FluxOr; hits give low values. activity change, % at 1.84 µM. 340,000 tested, 0.37% active;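 active means maximum activity change below -70%; inconclusive means maximum activity change between -70% and -50%; inactive means maximum activity change above -50%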
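U2OS cells transduced with wild-type KCNH2 virus are loaded with FluxOr dye for 45 min, and thallium flux is measured in kinetic reads before and after stimulation buffer. Rate constants are normalized to DMSO controls.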
PKM2 act = qHTS Assay for Activators of Human Muscle isoform 2 Pyruvate Kinase; Pyruvate kinase PKM (Homo sapiens), P14618; purified PKM2, Kinase-Glo ATP luminescence, activation; response scale: 0% is enzyme alone, no compound; Potency, µM (top dose mostly 57.5 µM), for inactives: top-dose activation, usual class: activators; 260,000 tested, 0.34% active; further: potency means the concentration at half of the fitted maximal effect; nearly all actives have a fitted effect of over 55% in size
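ATP formation by purified human PK-M2, quantified via coupled luciferase luminescence after 1 h at room temperature with 0.1 mM ADP and 0.5 mM PEP final.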
Giardia kill = Small Molecules that selectively kill Giardia lamblia: qHTS. Giardia lamblia trophozoite viability. activity change, % at 7.66 µM, hits read low. 340,000 tested, 0.15% active. AID 540267, 2011; in the data active means activity change below about -80%; inconclusive means between about -30% and that limit;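 further: parasites exposed to compound for two days anaerobically before the ATP read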
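Luminescence from cellular ATP indicates surviving trophozoites (100 cells/well) following 48 hrs anaerobic compound treatment at 37 deg C; signal develops 15-30 min at room temperature.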
KCNH2 3.1 inh = qHTS for Inhibitors of KCHN2 3.1: Mutant qHTS. Potassium voltage-gated channel subfamily H member 2, brain isoform KCNH2 3.1 (human). U2OS KCNH2 3.1, thallium flux FluxOr; hits give low values. activity change, % (tested at about 1.8 µM). 340,000 tested, 0.95% active;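 active means maximum activity change below -70%; inconclusive means maximum activity change from -70% to -50%; inactive means maximum activity change above -50%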;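 further: thallium influx rate constant from kinetic fluorescence after stimulation buffer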
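FluxOr-based Tl+ influx in U2OS cells transduced with KCNH2 3.1 virus; rate constants normalized to DMSO controls.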
B2AR arrestin = qHTS assay of beta-arrestin-biased ligands of beta2-adrenergic receptor; 330,000 tested, 0.02% active; Potency, µM (series often up to 46.1 µM), for inactives: at the highest dose activation, hits mostly activators; beta-arrestin recruitment to beta2AR, cell-based reporter; Beta-2 adrenergic receptor (Homo sapiens), P07550; AID 492947, 2010;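 further: potency means the concentration at half of the fitted maximal effect; 0% = DMSO controls and full agonism = EC100 isoproterenol or metaproterenol; nearly all actives have a fitted effect of over 65% in size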
* = called active by the depositor; u = inconclusive; x = not tested or not shown; & = joins results of further samples; [ ] = another dose, or the depositor's remark. Unless noted, the call rests on the fitted dose curve; in most records, active means well fitted curve in the direction sought with a large enough effect; inconclusive means small, poorly fitted or top-dose-only effect, or another doubt; inactive means no such curve, though single readings can be large; an effect the other way counts as inactive or inconclusive. Unless noted, on the % scale 0 is the no-effect control and ±100 the full control effect.

SMILES	GALK inh	USP2a inh	FBPA coupling cs	Eya2 phos inh	uPA generation	BCR signal inh	hERG WT inh	PKM2 act	Giardia kill	KCNH2 3.1 inh	B2AR arrestin
Cc1ccccc1NC(=S)c1ccc2ccccc2n1	4%	-2%	0	-1%	u	u	-5	9%[0.46 µM]	-7	-12	u
CC1CC(C)(C)NC(=S)N1CCC(=O)NCCc1ccc(Cl)cc1 (configuration not stated)	1%	0%	1	4%	1%	-7%	9	x	3	2	0.2%
O=S(=O)(NC1CCCCC1Oc1ccccc1)c1ccc(Cl)cc1 (configuration not stated)	0%	-3%	-1	-5%	4%	u	-10	-4%	-10	2	-0.3%
O=C(c1oc(=O)c2ccccc2c1-c1ccccc1)N1CCN(C2CCCCC2)CC1	1%	-1%	0	10%	-3%	3%	19	3%	-14	9	0.3%
O=C(O)c1ccccc1C(=O)NC1CCCc2ccccc21 (configuration not stated)	1%	2%	0	3%	6%	3%	1	x	1	12	-0.6%
C=CCn1cnc2c(c1=O)c1nc3ccccc3nc1n2/N=C/c1cccc(OC)c1OC	1%	0%	1	-1%	10%	5%	-7	2%	8	14	3.6%
Nc1cc(-c2ccc(Br)cc2)nc2cc(-c3ccccc3)nn12	-1%	5%	0	2%	-2%	15%	14	-4%	-5	u	0.3%
O=C(COC(=O)c1cccc([N+](=O)[O-])c1)Nc1ncc(Br)s1	x	-2%	x	-13%	3%	0%	-11	x	-3	1	-0.5%
NS(=O)(=O)c1cccc(NC(=O)COC(=O)CN2C(=O)c3ccccc3C2=O)c1	x	0%	x	-14%	5%	2%	3	x	1	-8	-0.1%
CCOC(=O)c1c(S(=O)(=O)NCC(=O)Nc2cccc(F)c2)c(C)n(C)c1C	6%	-2%	x	-1%	4%	7%	-4	x	11	-4	3.7%
O=C(Nc1cccc(Cl)c1)c1cccnn1	x	2%	0	4%	0%	3%	-2	x	14	-6	0.5%
COC(=O)c1ccccc1NC(=O)CSc1nnc(-c2ccoc2C)n1C	1%	5%	1	-3%	4%	0%	-3	7%	-28	-2	-0.6%
CC(=O)C1=C(C)Nc2ncnn2C1c1ccc(Cl)cc1Cl (configuration not stated)	1%	-1%	5	4%	2%	u	-3	-20%	4	6	-0.6%
S=C1NC(c2ccccc2)=NCN1c1ccc(Br)cc1	-1%	3%	-1	-4%	3%	u	1	-4%	12	7	-0.8%
CCCCN1C(=O)C(NC(=O)C2CC2)(C(F)(F)F)C2=C1CC(C)(C)CC2=O (configuration not stated)	x	2%	2	-4%	2%	u	0	-6%	5	19	0.2%
CC(Sc1nnc(-c2ccco2)o1)C(=O)Nc1ccc(OC(F)F)cc1 (configuration not stated)	x	-4%	x	-12%	-3%	1%	-4	x	1	-2	0.1%
Cc1onc(-c2ccccc2)c1C(=O)N1CCN(S(=O)(=O)c2ccc(Cl)cc2)CC1	-2%	2%	3	8%	-1%	1%	2	x	-6	8	0.4%
Cn1c(SCC(=O)NC2CCCCC2)nnc1-c1ccncc1	1%	1%	-1	-1%	-2%	-8%	-9	x	15	11	-0.3%
O=c1[nH]c(CSc2nc3ccccc3[nH]2)nc2c1cnn2-c1ccccc1	1%	0%	-2	2%	-3%	9%	-5	-4%	9	2	-0.8%
COC(=O)/C(=C\Nc1ccc(OC)cc1)NC(=O)c1ccc(Cl)cc1Cl	1%	x	-2	x	-3%	x	3	-9%	-1	10	x
CC1(C)Cc2c(cnn2-c2ccccc2)C(NC(=O)CCCN2CCCCC2=O)C1 (configuration not stated)	-2%	0%	x	-17%	-3%	-5%	1	-2%	2	x	-0.1%
Cc1cc(NC(=O)CN2CCCC2c2nc3ccccc3s2)no1 (configuration not stated)	10%	0%	0	0%	-6%	-10%	1	-1%	7	-20	-1.0%
Cc1ccnc(NC(=O)c2cccc(S(=O)(=O)NCc3ccccc3)c2)c1	x	1%	x	1%	-2%	1%	-1	x	0	-2	0.3%
CC(C)[C@H](N)C(=O)OCCOCn1cnc2c(=O)[nH]c(N)nc21	x	-1%	3	-6%	0%&-8%	-9%	-5&2	x	3&2	3&10	-0.2%

Molecules above with an aryl thioether with sulfur outside any ring (4):
SMILES	GALK inh	USP2a inh	FBPA coupling cs	Eya2 phos inh	uPA generation	BCR signal inh	hERG WT inh	PKM2 act	Giardia kill	KCNH2 3.1 inh	B2AR arrestin
COC(=O)c1ccccc1NC(=O)CSc1nnc(-c2ccoc2C)n1C	1%	5%	1	-3%	4%	0%	-3	7%	-28	-2	-0.6%
CC(Sc1nnc(-c2ccco2)o1)C(=O)Nc1ccc(OC(F)F)cc1 (configuration not stated)	x	-4%	x	-12%	-3%	1%	-4	x	1	-2	0.1%
Cn1c(SCC(=O)NC2CCCCC2)nnc1-c1ccncc1	1%	1%	-1	-1%	-2%	-8%	-9	x	15	11	-0.3%
O=c1[nH]c(CSc2nc3ccccc3[nH]2)nc2c1cnn2-c1ccccc1	1%	0%	-2	2%	-3%	9%	-5	-4%	9	2	-0.8%

Among those listed so far, two have an aryl methoxy group.
SMILES	GALK inh	USP2a inh	FBPA coupling cs	Eya2 phos inh	uPA generation	BCR signal inh	hERG WT inh	PKM2 act	Giardia kill	KCNH2 3.1 inh	B2AR arrestin
C=CCn1cnc2c(c1=O)c1nc3ccccc3nc1n2/N=C/c1cccc(OC)c1OC	1%	0%	1	-1%	10%	5%	-7	2%	8	14	3.6%
COC(=O)/C(=C\Nc1ccc(OC)cc1)NC(=O)c1ccc(Cl)cc1Cl	1%	x	-2	x	-3%	x	3	-9%	-1	10	x

The list goes on.
SMILES	GALK inh	USP2a inh	FBPA coupling cs	Eya2 phos inh	uPA generation	BCR signal inh	hERG WT inh	PKM2 act	Giardia kill	KCNH2 3.1 inh	B2AR arrestin
O=Cc1c[nH]c2ncccc12	-3%	6%	2	-3%	10%	-2%	-11	-2%	-13	6	-0.2%
CC(=O)N(c1ccccc1)c1nnc(-c2cnc(C)cn2)s1	4%	3%	2	3%	-6%	u	0	1%	1	-4	0.2%
O=c1[nH]nc(SCCS(=O)(=O)c2ccc(F)cc2)n1-c1ccccc1	1%	4%	0	5%	u	u	-5	1%	-1	13	0.3%
Cc1nnc(SC(C)C(=O)Nc2ccc(S(=O)(=O)N3CCCCC3)cc2)s1 (configuration not stated)	7%	4%	0	-2%	1%	-5%	9	1%	-7	3	0.2%
N#Cc1ccc(C(=O)OCC(=O)Nc2ccc(N3CCOCC3)cc2)cc1	15%	-1%	1	-6%	2%	1%	-4	-1%	16	-10	0.1%
Nc1nc(SCC(=O)Nc2cc(S(=O)(=O)N3CCOCC3)ccc2Cl)n[nH]1	10%	2%	-1	22%	-4%	-8%	-15	-1%	-14	2	-0.1%
CCN(CC)C(=O)c1cn(C)c(=O)c2cc(OC)c(OC)cc12	1%	5%	-3	1%	-6%	3%	4	-1%	-5	-198*	0.0%
Cn1cccc1C(=O)Nc1nc(-c2ccccn2)cs1	0%	3%	-19	-8%	-9%	u	9	-10%	9	14	u
O=C(Nc1nccs1)c1cc(-c2ccccn2)nc2c(Cl)cccc12	-2%	0%	0	-1%	1%	u	4	10%	-21	15	-0.7%
CCCCOP(=O)(c1ccc(N(C)C)cc1)C(O)c1ccc(N(C)C)cc1 (configuration not stated)	-4%	5%	2	-14%	3%	u	-8	x	-7	-8	-0.7%
O=[N+]([O-])c1ccc(Cl)cc1NCC1CCCO1 (configuration not stated)	x	1%	0	8%	-6%	-1%	-2	x	11	-11	-0.8%
COC(=O)[C@@H]1[C@H](CCc2ccccc2)NC(=O)N(Cc2ccccc2)[C@@H]1C	x	x	6	x	5%	x	1	-9%[11.5 µM]	-16	-7	x
CC(=O)Nc1cccc(OCC(=O)Nc2cccc(S(=O)(=O)N3CCCC3)c2)c1	x	0%	x	18%	2%	0%	-14	x	13	1	-0.8%
